# Screens: PubChem, several laboratories
# PME-1 inh = blocks human protein phosphatase methylesterase 1; Q9Y570; recombinant PME-1, FP-Rh probe fluorescence polarization; inhibition, % at 5.9 µM; 320,000 compounds, 0.53% hits;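 active = inhibition above the campaign mean of all compounds plus 3 SD, cut at about 26% in these data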;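 also: competitive labeling of PME-1 active site by serine hydrolase directed probe; 0% = PME-1 with DMSO and 100% = wells lacking PME-1 enzyme; inhibitors block probe labeling so polarization falls and inhibition rises; many of its hits are not listed in these tables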
# Target sequence (Q9Y570 whole entry, looked up): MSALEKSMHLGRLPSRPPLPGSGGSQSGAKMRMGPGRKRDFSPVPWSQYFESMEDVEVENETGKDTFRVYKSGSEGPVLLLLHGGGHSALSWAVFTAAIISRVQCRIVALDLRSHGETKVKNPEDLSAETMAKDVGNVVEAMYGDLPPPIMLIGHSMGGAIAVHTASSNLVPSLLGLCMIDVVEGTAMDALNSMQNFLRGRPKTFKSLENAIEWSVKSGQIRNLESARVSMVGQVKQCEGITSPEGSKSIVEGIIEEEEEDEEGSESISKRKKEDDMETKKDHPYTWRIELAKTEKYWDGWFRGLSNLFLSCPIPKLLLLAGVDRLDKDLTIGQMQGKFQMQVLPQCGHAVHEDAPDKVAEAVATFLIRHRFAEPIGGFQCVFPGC
# MCL1 BIM primary = inhibitors of human MCL1 binding to BIM-BH3 peptide; Q07820; AID 2057; inhibition, % at 10.9 µM; GST-MCL1 / FITC-Bim-BH3 fluorescence polarization; 320,000 compounds, 0.68% hits;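 active = inhibition above the mean inhibition of all tested compounds plus 3 SD, set per campaign, cut at about 40% in these data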;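 also: 0% = DMSO wells and 100% = unlabeled Bim-BH3 peptide control; higher means more loss of mP so more displacement of Bim peptide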
# PAD4 inh = blocks human protein arginine deiminase 4. AID 485272. Q9UM07. recombinant PAD4, RCA probe fluorescence polarization. inhibition, % at 6.36 µM. 330,000 compounds, 0.41% hits;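 active = percent inhibition above a cutoff equal to the mean of all tested compounds plus 3 SD, cut at about 15% in these data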;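 also: 0% = PAD4 with RCA probe and DMSO and 100% = probe without PAD4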
# Bcl-xL primary = inhibitors of human Bcl-xL | GST-Bcl-xL / FITC-Bim BH3 peptide fluorescence polarization | inhibition, % at 10.9 µM | 320,000 compounds, 0.7% hits;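 active = inhibition above the mean of all tested compounds plus 3 SD, cutoff set per campaign, cut at about 30% in these data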;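 also: 0% = DMSO wells and 100% = unlabeled Bim-BH3 peptide competitor; inhibitors lower millipolarization by displacing the labeled peptide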
# Target sequence (Q07817 whole entry, looked up): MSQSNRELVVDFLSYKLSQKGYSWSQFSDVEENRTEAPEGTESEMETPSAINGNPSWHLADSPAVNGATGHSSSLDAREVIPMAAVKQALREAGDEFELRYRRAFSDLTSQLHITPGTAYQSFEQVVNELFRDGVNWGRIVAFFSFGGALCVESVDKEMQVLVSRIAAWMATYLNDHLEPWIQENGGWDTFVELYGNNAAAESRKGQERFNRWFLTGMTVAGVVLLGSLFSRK
# TPT1 inhibitor = blocks Candida albicans tRNA 2'-phosphotransferase | recombinant caTPT1, FP RNA substrate dephosphorylation | inhibition, % at 5 µM | 300,000 compounds, 0.81% hits;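 active = inhibition above the mean of all tested compounds plus 3 SD, set per screening campaign, cut at about 24% in these data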;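 also: plate controls were DMSO alone for no effect and ferristatin control at 100 nM for full effect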
# GLD-1 RNA inh = GLD-1-TGE RNA interaction inhibition (C. elegans) | AID 2280 | purified GLD-1 + fluorescein TGE RNA, fluorescence polarization | inhibition, % at 5.96 µM | 320,000 compounds, 0.44% hits | Q17339;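 active = percent inhibition above a per-plate cutoff, the plate mean of test compounds plus 3 SD, cut at about 30% in these data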;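 also: 0% = DMSO wells with GLD-1 and probe and 100% = wells lacking GLD-1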
# Target sequence (Q17339 whole entry, looked up): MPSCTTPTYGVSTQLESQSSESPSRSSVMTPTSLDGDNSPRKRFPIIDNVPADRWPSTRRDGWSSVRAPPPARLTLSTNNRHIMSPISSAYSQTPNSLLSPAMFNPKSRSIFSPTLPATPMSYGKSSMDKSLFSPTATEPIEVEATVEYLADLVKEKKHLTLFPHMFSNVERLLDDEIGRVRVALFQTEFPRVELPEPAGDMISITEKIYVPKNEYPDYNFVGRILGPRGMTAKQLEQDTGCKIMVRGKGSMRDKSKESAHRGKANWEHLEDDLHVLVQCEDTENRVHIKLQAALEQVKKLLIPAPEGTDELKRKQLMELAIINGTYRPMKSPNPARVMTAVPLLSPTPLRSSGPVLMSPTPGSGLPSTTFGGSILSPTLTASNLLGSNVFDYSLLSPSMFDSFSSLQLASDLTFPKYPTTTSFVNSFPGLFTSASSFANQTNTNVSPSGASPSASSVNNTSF
# Fam108B counter = blocks mouse Fam108B hydrolase in RBBP9 counter-screen. recombinant Fam108B, FP-Rh probe fluorescence polarization. inhibition, % at 9.51 µM. 300,000 compounds, 0.33% hits;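 active = inhibition above the screen mean inhibition plus 3 SD, computed separately per campaign, cut at about 18% in these data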;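 also: inhibitors lower polarization as less probe binds the enzyme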
# MEX-5 binding = C. elegans MEX-5 TCR-2 RNA binding activity; Q9XUB2; 300,000 compounds, 0.38% hits; activity score (negative = inhibition of binding), % at 10 µM; AID 1832; MEX-5/FITC-TCR2 RNA binding, fluorescence polarization; hits give low values;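 active = inhibition past about -25% in most replicates, and total fluorescence under double the plate's negative control median, limit read from the data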;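 also: 0% = DMSO and -100% = 5 µM competing unlabeled TCR2 RNA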
# GSTO1 counter = counter-screen for RBBP9 inhibitors: inhibitors of human GSTO1 | P78417 | 300,000 compounds, 1.1% hits | inhibition, % at 5.96 µM | recombinant GSTO1, activity-based probe fluorescence polarization | AID 1974;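 active = inhibition above the campaign mean inhibition plus 3 SD, cut at about 35% in these data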;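 also: 0% = GSTO1-1 with DMSO and 100% = wells lacking GSTO1-1 enzyme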
# * hit, by the source's call; x = not tested or not shown.
SMILES,PME-1 inh,MCL1 BIM primary,PAD4 inh,Bcl-xL primary,TPT1 inhibitor,GLD-1 RNA inh,Fam108B counter,MEX-5 binding,GSTO1 counter
Cc1cc(OCCOc2cccc3cccnc23)c(C)cc1Cl,-1,-1,-4,2,-2,6,0,-2.7,10
O=C(c1cccc(S(=O)(=O)NCc2ccccc2)c1)N1CCCC1,-5,2,-3,0,-5,-2,0,-2.2,-1
CCOC(=O)c1c(C)oc2ccc(NS(=O)(=O)c3ccc4c5c(cccc35)C(=O)N4)cc12,-52,2,-8,6,1,8,-19,-0.3,-34
CCOC(=O)c1c(NC(=O)CN(CC)CC)sc2c1CCC2,0,1,3,1,3,1,-5,-0.6,11
CSc1cccc(NC(=O)Cc2ccccc2[N+](=O)[O-])c1,-2,3,-1,5,-2,-3,-3,0.5,-5
O=C(CNCCc1ccccc1)N1CCc2ccccc2C1,-7,2,-16,9,-5,-5,2,0.7,6
CC(=O)c1cccc(NC(=O)CN(c2ccc(C)cc2)S(=O)(=O)c2cccc3nonc23)c1,-4,-7,-6,-3,6,4,-8,-0.9,-6
Cc1ccc2nc(N(CCCN(C)C)C(=O)c3sc4ccccc4c3Cl)sc2c1,5,5,6,10,-3,9,6,0.8,1
Cc1cccc(OCC(=O)NNC(=O)c2ccccc2OCc2c(C)noc2C)c1,2,2,-6,-3,x,5,x,x,x
COc1ccccc1/C=C/C(=O)NCC(=O)N/N=C/c1cc(Br)ccc1OC,-8,17,0,9,-1,3,-3,0.7,-1
COc1ccc(C2Cc3ccccc3C(=O)O2)cc1 (configuration not stated),-2,-2,1,0,2,0,-2,-3.4,-3
O=C(NN1CCOCC1)c1ccc(Cl)c(Cl)c1,2,4,2,5,0,-4,1,-0.5,7
COc1ccc(-n2cccc2/C=C2\C(=N)N3N=C(C(C)C)SC3=NC2=O)cc1,-5,11,0,4,5,-5,1,0.0,-38
COCCNC(=S)Nc1ccc(N2CCCCC2)cc1,2,14,1,13,-2,-1,-1,-1.7,-3
CCCCOCCCNC(=O)c1ccc(OCC)cc1,-1,-5,-5,8,-2,-3,0,-3.9,7
CC(C)c1ccc(N(C(=O)c2csnn2)C(C(=O)NC(C)(C)C)c2ccncc2)cc1 (configuration not stated),-1,0,-1,3,-3,6,-1,-1.9,2
COC(=O)c1c(NC(=O)COc2ccc(Cl)cc2)sc2c1CC(C)(C)NC2(C)C,-2,7,-4,8,-2,4,2,-1.2,5
CCCn1c(C)cc(/C=C(\C#N)C(=O)OCC(=O)NC(=O)NC(C)(C)C)c1C,0,0,-2,3,2,7,1,2.0,5
O=c1c2ccccc2nc(SCc2cn3ccsc3n2)n1-c1ccccc1F,3,-5,-8,1,0,2,-7,-1.4,0
COCCN(C(=O)COC(=O)C12CC3CC(CC(Cl)(C3)C1)C2)c1c(N)n(Cc2ccccc2)c(=O)[nH]c1=O,2,-4,-2,-7,-2,3,0,-0.1,7
CCOc1ccc2ccccc2c1/C=N/NC(=O)CC1(C)OCCCO1,4,-7,-1,0,-2,1,1,0.6,1
CC(C)=NOCC(=O)Nn1c(COc2ccccc2)nc2ccccc2c1=O,0,17,1,3,-2,6,7,1.3,16
CN1CCCN(c2ncnc3scc(-c4ccc(F)cc4)c23)CC1,2,0,-8,3,0,5,2,-1.3,0
COc1cc(C(=O)NCc2ccccn2)ccc1OCc1c(C)noc1C,4,-1,-5,3,2,0,2,2.3,0
COc1cccc(-c2csc(N3CCN(Cc4ccccc4)CC3)n2)c1,1,1,-1,1,8,11,6,0.4,-2
COc1cc(NC(=O)c2cccs2)ccc1NC(=O)Cc1ccccc1,-6,-3,1,1,0,1,3,2.1,4
CC(C)Cn1c(=O)c2ccccc2n2c(CCC(=O)O)nnc12,5,-5,-8,3,2,-4,6,-3.2,-8
CC(Oc1ccc(F)cc1)c1ccnc2nc(/N=C/N(C)C)nn12 (configuration not stated),-2,5,-2,4,2,8,3,3.7,-3
CNC(=S)N(CCc1ccccc1)Cc1cc2cc(OC)c(OC)cc2[nH]c1=O,2,1,-2,6,-2,4,4,-0.1,-1
Cc1cc(NS(=O)(=O)c2ccc(NC(=O)c3cc(-c4cccnc4)nc4ccc(Cl)cc34)cc2)no1,-6,8,-1,7,3,-1,-2,-1.1,-2
Cc1cc(OC(=O)c2c(Cl)cccc2Cl)nc(C)n1,-2,2,2,-2,0,0,-3,-1.9,-8
COc1cccc(OC)c1C(=O)Nc1ccc2c(c1)Cc1ccccc1-2,-5,2,0,2,-3,1,0,1.1,-7
COc1ccc2oc(C(=O)OCC(=O)N(C)CC(=O)Nc3ccc(C)cc3)c(C)c2c1,-6,-4,-3,-4,1,4,1,-2.2,-1
CCCc1cc(=O)[nH]c(SCC(=O)N2CCC(C)CC2)n1,1,6,-4,2,-3,5,-1,0.9,0
O=C(NC1CC(=O)N(c2ccc(Cl)cc2)C1)C1CC1 (configuration not stated),3,-1,2,3,-2,1,3,-1.1,-3
CN(C)c1nc(N(C)C)nc(N(C#N)Cc2ccc(Cl)cc2)n1,-2,2,0,1,-2,-8,-2,4.4,-1
NC(=O)C(CC(=O)O)NC(=O)[C@@H]1CCCNc2c(I)cc([N+](=O)[O-])cc2C(=O)N[C@@H](CO)C(=O)N[C@@H](Cc2ccc(O)cc2)C(=O)N1 (some centres not stated),0,5,-1,16,-3,1,-2,x,-9
COc1cc(/C=C2/C(=O)ON=C2C)ccc1OCc1ccccc1F,0,11,0,3,-2,-1,0,-63*,4
O=C(c1ccco1)N(CCO)Cc1cc2cc3c(cc2[nH]c1=O)OCO3,-4,-4,0,7,1,5,-3,-1.1,0
O=C(COC(=O)[C@@H]1CC(O)CN1S(=O)(=O)c1ccc(Cl)cc1)NC(=O)NCc1ccccc1 (some centres not stated),-2,-11,-2,-8,3,1,-1,0.2,-2
COc1ccc2[nH]cc(CCCN3C(=O)c4ccccc4C3=O)c2c1,-5,-6,-1,4,4,-1,2,0.8,3
COCc1cc(Sc2c(Cl)cccc2Cl)nc(-c2ccccc2)n1,-7,4,4,4,-4,-2,0,0.5,-3
O=C(N/N=C/c1cc2c(cc1Cl)OCO2)c1ccc2c(c1)OCCO2,-25,2,0,2,0,5,1,3.5,-1
CCOc1ccc(NC(=O)CCNC(=O)C2CCN(S(=O)(=O)c3ccccc3)CC2)cc1,0,2,2,3,-2,5,2,4.8,-9
O=C(NCC(=O)N(CC1CCCO1)C(C(=O)NC1CCCCC1)c1cccnc1)c1cccs1 (configuration not stated),2,2,0,2,-1,3,1,-4.3,2
COc1ccc(CCNC(=O)C(=O)NN=C2CCCCCCC2)cc1OC,-1,6,4,-2,-1,3,-5,0.0,-4
COc1ccc(CNC(=O)c2csc(Cc3ccccc3)n2)cc1,-2,-4,1,-3,0,0,-2,-1.2,4
CCCCN(C(=O)CSc1nn(-c2ccc(F)cc2)c(=S)s1)c1c(N)n(CCCC)c(=O)[nH]c1=O,-5,2,-5,1,2,4,-4,-2.3,5
CCC1OC(=O)C(C)C(OC2C[C@@](C)(OC)C(O)C(C)O2)C(C)C(O[C@@H]2OC(C)CC(N(C)C)C2O)[C@](C)(O)CC(C)C(=NOCOCCOC)C(C)C(O)[C@]1(C)O (some centres not stated),0,-2,-1,6,-3,0,0,x,-1
O=C(O)CCN(CCC(=O)O)S(=O)(=O)c1ccccc1,-3,5,-1,7,0,-1,-1,1.5,-2
CN(C(=O)C1CCC(=O)N(Cc2cccc(F)c2)C1)C1CCCCC1 (configuration not stated),5,-2,-2,3,0,7,-1,-3.6,-1
COc1ccc(/C=N/NC(=O)C(=O)N2CCCCCC2)cc1O,1,1,-2,-1,-1,8,1,1.7,6
O=C(OC(C(=O)NCC1CCCO1)c1ccccc1F)c1ccco1 (configuration not stated),-5,2,4,-2,3,6,-5,0.9,-3
COc1ccc(CCN2CC(C(=O)NCCN3CCCC3=O)CCC2=O)cc1 (configuration not stated),1,9,-2,1,-5,-3,2,1.3,2
COC(=O)COc1nc(C)c(Br)c(OC)n1,-2,4,-2,0,0,1,-3,0.4,1
CCOc1ccc(-n2cnc3sc(C)c(C)c3c2=O)cc1,2,13,-3,8,1,2,1,3.1,3
Cc1ccccc1C(=O)NNC(=O)c1cccc([N+](=O)[O-])c1,1,4,-2,9,0,-4,2,1.7,-2
O=C(C1CCN(C2CCN(Cc3ccc4c(c3)CCO4)CC2)CC1)N1CCOCC1,4,6,3,10,-2,-4,-2,-5.0,0
CCOC(=O)C1CCN(CC(C)(C)NS(=O)(=O)c2ccc(Cl)cc2)CC1,0,3,-3,3,-2,7,2,-0.6,4
O=c1c2ccccc2nc2n1CCO2,-4,11,-5,1,0,5,3,-1.6,2

# (next part)
SMILES,PME-1 inh,MCL1 BIM primary,PAD4 inh,Bcl-xL primary,TPT1 inhibitor,GLD-1 RNA inh,Fam108B counter,MEX-5 binding,GSTO1 counter
COc1ccccc1C1CC(c2ccc(Cl)cc2Cl)Nc2nc(N)nn21 (configuration not stated),0,7,2,3,-1,11,4,2.1,3
O=S(=O)(c1ccccc1)N1CCNCC1,0,5,-1,3,-3,1,2,-1.0,2
CC1=C(C(=O)OCCOC(C)C)C(c2cc3c(cc2Br)OCO3)C2=C(CCCC2=O)N1 (configuration not stated),-2,8,-4,6,-2,7,4,0.3,-2
NC(=S)N=Nc1c(O)n(CCCl)c2ccc(Cl)cc12,4,7,1,5,-3,-2,5,-1.1,26
Cc1ccc(C2(c3ccccc3)NC(=O)N(CC(=O)N3CC(=O)Nc4ccccc43)C2=O)cc1C (configuration not stated),-4,1,-2,3,x,6,x,x,x
O=C(O)c1cccc(N2C(=O)CSC2c2ccccc2)c1 (configuration not stated),3,-5,2,0,-1,-6,0,0.9,0
Cc1nn(Cc2ccc(Cl)cc2Cl)c(C)c1NC(=O)c1nn(C)cc1Cl,1,7,-4,7,-6,3,5,0.7,5
O=S(=O)(Nc1nc2ccccc2nc1Nc1ccc2c(c1)OCCO2)c1cccs1,12,6,0,7,78*,0,8,-6.7,23
CCOc1ccc(NC(=O)c2cc(F)c(F)cc2Cl)cc1OCC,-7,-5,-4,2,3,2,3,0.7,0
COc1ccc(N2CCN(C(c3cccc(OC)c3OC)c3nnnn3C3CCCC3)CC2)cc1 (configuration not stated),-4,-18,-9,-13,-5,-2,0,-0.3,-10
COc1cccc(NC(=O)C2CCN(S(=O)(=O)c3ccc4c(c3)N(C(C)=O)CCO4)CC2)c1,2,-3,-1,0,-3,2,-1,1.3,-7
CCOP(=O)(OCC)C(NC(=O)Nc1ccc(Cl)c(Cl)c1)C(N)=O (configuration not stated),1,10,2,2,-7,-1,0,-0.1,-2
COc1cc(NC(=O)c2cc([N+](=O)[O-])ccc2NC(=O)CNC2CCCCC2)cc(OC)c1,-16,0,-2,-1,-1,-2,-11,-2.4,-3
CC(=O)NC1=NN(C(C)=O)C(c2ccc(C(C)C)cc2)S1 (configuration not stated),4,4,-4,5,1,6,-1,0.1,4
COc1ccc(C(=O)NC23CC4CC(CC(C4)C2)C3)cc1,-2,6,5,2,-1,1,-1,1.9,2
CN1C(CC(=O)Nc2ccc(Cl)cc2Cl)c2ccccc2CC1(C)C (configuration not stated),-3,-2,-1,7,-2,6,1,0.8,-1

# Not all compounds are listed, so the mix of outcomes need not match the whole.
